# CHRM1 agonist: agonists of human M1 muscarinic receptor. P11229. CHO-K1 hM1, Fluo-8 calcium fluorescence, agonist mode; 0% DMSO, 100% acetylcholine EC100. activation, % at 3 µM. 0.33% of 360,000 active;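 active = activation above the run's mean compound activation plus 3 SD, cut at about 16% in these data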;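 note: peak over basal fluorescence ratio within a 140 s kinetic read after compound addition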
# Target sequence (P11229 whole entry, looked up): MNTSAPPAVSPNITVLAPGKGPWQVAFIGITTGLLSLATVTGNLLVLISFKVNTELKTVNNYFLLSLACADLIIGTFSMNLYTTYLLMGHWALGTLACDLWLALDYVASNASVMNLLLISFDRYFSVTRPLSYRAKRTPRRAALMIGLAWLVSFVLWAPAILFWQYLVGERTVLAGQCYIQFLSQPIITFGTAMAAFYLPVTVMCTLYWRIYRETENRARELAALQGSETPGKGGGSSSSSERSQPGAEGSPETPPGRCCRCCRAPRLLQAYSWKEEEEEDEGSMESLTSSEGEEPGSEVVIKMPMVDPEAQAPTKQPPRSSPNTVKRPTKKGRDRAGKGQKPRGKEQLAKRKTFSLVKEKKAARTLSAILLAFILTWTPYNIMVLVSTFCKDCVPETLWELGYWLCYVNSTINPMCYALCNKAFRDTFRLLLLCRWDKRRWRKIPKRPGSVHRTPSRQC
# CHRM4 antagonist: antagonists of human muscarinic M4 receptor (CHRM4). P08173. CHO-hM4 cells, ACh EC80, Fluo-8 calcium fluorescence. inhibition, % at 3 µM. 0.73% of 360,000 active. AID 624125;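 active = inhibition above its plate's cutoff, the mean inhibition of sample wells plus 3 SD, cut at about 27% in these data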;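 note: 0% = acetylcholine EC80 with DMSO and 100% = DMSO without agonist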
# Target sequence (P08173 whole entry, looked up): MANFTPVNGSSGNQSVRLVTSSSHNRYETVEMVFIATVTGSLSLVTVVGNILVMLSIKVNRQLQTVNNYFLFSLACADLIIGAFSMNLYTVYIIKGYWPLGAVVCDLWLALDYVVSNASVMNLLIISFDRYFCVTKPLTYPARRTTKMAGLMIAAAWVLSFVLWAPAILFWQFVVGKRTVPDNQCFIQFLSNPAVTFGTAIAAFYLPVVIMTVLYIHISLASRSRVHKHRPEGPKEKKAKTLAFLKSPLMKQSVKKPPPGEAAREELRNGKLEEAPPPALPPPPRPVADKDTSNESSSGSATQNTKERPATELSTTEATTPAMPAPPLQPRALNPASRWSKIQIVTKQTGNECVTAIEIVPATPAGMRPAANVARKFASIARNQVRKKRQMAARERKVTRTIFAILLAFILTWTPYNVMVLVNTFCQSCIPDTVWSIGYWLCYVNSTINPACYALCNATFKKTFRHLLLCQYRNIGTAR
# CHRM1 antagonist: antagonists of human M1 muscarinic receptor. CHO-K1 hM1, Fluo-8 calcium fluorescence, ACh EC80 antagonist. inhibition, % at 3 µM. 1.3% of 360,000 active. AID 588852;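 active = percent inhibition above its own plate's cutoff, namely the mean of that plate's compound wells plus 3 SD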;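 note: peak over basal fluorescence ratio during 140 s after agonist addition; 0% = ACh EC80 plus DMSO and 100% = DMSO alone without agonist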
# CHRM4 agonist: CHRM4 agonism in calcium assay | CHO-K1 hM4/Gqi5, Fluo-8 calcium fluorescence; vehicle 0%, full acetylcholine response 100% | activation, % at 3 µM | 0.14% of 360,000 active | AID 624127;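 active = activation above the run mean over all test wells plus 3 SD, cut at about 32% in these data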;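 note: peak over basal fluorescence ratio per well then scaled between controls; 0% = DMSO wells and 100% = acetylcholine at EC100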
# CHRM1 PAM: positive allosteric modulators of human M1 muscarinic receptor. CHO-K1 hM1, Fluo-8 calcium fluorescence, ACh EC20; 0% = ACh EC20, 100% = maximal ACh. activation, % at 3 µM. 0.088% of 360,000 active; in the data active = activation above about 19%, passing the limit was not always enough
# OXTR potentiator: potentiates the human oxytocin receptor response | P30559 | CHO-OTR cells, Fluo-8 calcium fluorescence, potentiator mode; 0% = oxytocin EC15, 100% = EC100 | activation, % at 3 µM | 0.061% of 320,000 active | AID 2445;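 active = activation above that plate's cutoff, the mean activation of tested compounds plus 3 SD, cut at about 6.6% in these data, passing the limit was not always enough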;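 note: 100% uses oxytocin at 75 nM as the full agonist control; some results filed as inactive read as strong as hits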
#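 test system = CHO-OTR cells, human receptor | compound = single-point 3.0 µM | schedule = 6 min compound pre-incubation at room temperature, 100 s kinetic read | signal = Fluo-8 no-wash calcium dye fluorescence, excitation 470-495 nm, emission 515-575 nm | repeats = single well per compound, singlicate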
# M1 ag parental: nonselective activator or artifact in parental CHO-K1 cells; Fluo-8 calcium fluorescence; scaled to maximal ATP response, vehicle zero; activation, % at 3 µM; 0.48% of 360,000 active; in the data active = activation above about 15%;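 note: untransfected CHO-K1 host cells lacking M1 receptor as counterscreen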
# CHO parental Ca: signal in parental CHO cells, OX1R antagonist counter-screen. parental CHO-K1, ATP-induced calcium, Fluo-8 fluorescence. inhibition, % at 5.6 µM. 0.63% of 330,000 active. AID 463079;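 active = inhibition above that plate's mean sample inhibition plus 3 SD, cut at about 26% in these data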;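 note: 0% = ATP-challenged DMSO wells and 100% = DMSO wells without ATP; some compounds past the cut are filed as inactive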
#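 Test system: untransfected parental CHO cell line. Compound: one dose, 5.6 µM nominal. Detection: intracellular calcium via Fluo-8 no-wash fluorescent dye. Measure: % inhibition. Benchmarks: ATP-challenged DMSO wells low, unchallenged DMSO wells high.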
# CHO-K1 Ca antag: nonselective inhibitor or artifact in parental CHO-K1 cells. ATP-induced calcium, Fluo-8 fluorescence. inhibition, % at 3 µM. 0.6% of 360,000 active. AID 602250;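 active = inhibition above a per-plate cutoff, the plate's mean sample inhibition plus 3 SD, cut at about 24% in these data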;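 note: 0% = DMSO plus EC80 ATP and 100% = DMSO alone without ATP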
# * hit, by the source's call; / = not tested or not shown.
# Results follow in this order: CHRM1 agonist, CHRM4 antagonist, CHRM1 antagonist, CHRM4 agonist, CHRM1 PAM, OXTR potentiator, M1 ag parental, CHO parental Ca, CHO-K1 Ca antag
> O=c1oc2ccccc2n1CSC1=NCCS1
 : -4.9, -2.0, -6.2, -0.1, 6.0, -7.8, -0.1, -9.9, -1.6
> O=C(CN1CCN(Cc2ccccc2)CC1)N1CCCCCC1
 : -6.8, 6.2, 1.0, 0.6, 2.0, 1.7, -0.3, -6.8, 5.9
> CCOC(=O)/C(=C\C=C\c1ccccc1)NC(=O)c1ccccc1
 : -4.9, 0.9, 3.0, 1.8, -1.1, -0.9, 1.6, -13.3, 6.6
> COc1ccc(S(=O)(=O)NCC(c2cccnc2)N2CCN(C)CC2)cc1OC (stereo not given)
 : -0.8, 8.3, -15.6, 0.1, 13.1, -4.4, 0.0, -7.8, 6.6
> COC(=O)c1ccc(C(=O)OCc2nc3cc4ccccc4cc3[nH]2)cc1
 : -2.6, 9.2, -0.4, 9.2, -4.1, -7.2, 3.2, -15.2, -12.4
> Cc1ccc(NS(=O)(=O)c2c(C(=O)N3CCOCC3)c(C)n(C)c2C)cc1
 : -3.2, -0.1, -12.7, 0.5, 9.6, -6.0, -0.1, -9.3, -12.7
> O=C(O)C(CO)N=Cc1c(O)c2ccccc2oc1=O (stereo not given)
 : 0.6, -8.6, -2.0, 0.6, 9.1, 1.9, 0.3, 7.0, 6.6
> O=c1c2nnn(-c3ccc(Cl)cc3)c2ncn1Cc1ccccn1
 : -3.5, -8.7, -3.4, 0.9, 10.3, -1.6, 1.0, -19.0, -16.5
> O=C(N/N=C/c1ccc(O)cc1)c1csc2c1CCCC2
 : -7.7, -3.3, 3.8, 3.6, -5.3, -7.4, 10.0, -0.5, 16.3
> O=C(O)c1ccc(S(=O)(=O)c2ccccc2)s1
 : 2.8, 4.9, -5.3, -0.1, 3.9, /, 0.4, /, -1.0
> COC(=O)C1CCC(C)(C(=O)Nc2ccccc2)C1(C)C (stereo not given)
 : -4.1, 0.6, -19.7, 0.9, 13.8, -5.5, 0.4, -11.0, -1.0
> Cc1c(OC(C)C(=O)NCC2CCC(C(=O)O)CC2)ccc2c(-c3ccccc3)cc(=O)oc12 (stereo not given)
 : -2.7, -0.7, -15.0, -0.3, 5.3, -5.1, -0.1, -10.4, -0.9
> CC1CCC2(CC1)NC(=O)N(CC(=O)N1CCc3ccccc3C1)C2=O (stereo not given)
 : -4.6, -0.4, 1.0, 2.5, 7.8, 0.1, 0.1, -1.0, -7.8
> CCN(CCCNC(=O)c1cc2c(-c3cccc(OC)c3)nn(C)c2s1)Cc1ccccc1
 : -8.8, 0.7, 20.0, 1.0, -11.7, -13.2, 0.7, -21.8, 4.9
> Cc1ccc(C)c(CSCc2nc3ccccc3[nH]2)c1
 : 0.6, 2.1, -11.7, 6.5, 4.5, /, 4.0, /, -9.1
> COC(=O)C1=C(C)NC(C)=C(C(=O)OCC2CCCO2)C1c1cccc(Cl)c1 (stereo not given)
 : -3.3, -5.8, -12.4, 1.2, 17.1, 3.9, 0.7, -24.0, -4.3
> CCOc1ccc(NS(=O)(=O)c2cccc(C(=O)N3CCN(C/C=C/c4ccccc4)CC3)c2)cc1
 : -2.2, 10.3, 16.3, 18.2, -9.4, /, 12.1, /, -9.0
> COc1ccccc1C(=O)Nc1ccnn1C1CCN(C(=O)c2ccoc2)CC1
 : -2.8, -6.0, -2.8, 5.4, 4.4, -0.6, 2.2, -5.7, -9.0
> NC(=O)C[C@@H]1N[C@]2(C(=O)Nc3ccccc32)[C@@H]2C(=O)N(c3cc(C(F)(F)F)ccc3Cl)C(=O)[C@H]12
 : -3.4, 9.3, -4.5, 1.0, 7.0, 1.2, 0.3, -5.1, -9.2
> Cc1ccc(S(=O)(=O)c2ncccc2N)cc1
 : 3.6, -5.8, -1.4, 0.8, 4.9, 4.7, 10.4, -0.9, 4.3
> CS(=O)(=O)c1ccc2nc(N)sc2c1
 : -4.2, 3.9, 1.5, 0.9, 4.0, -8.9, -0.5, -3.1, 19.1
> COc1ccccc1NC(=O)COC(=O)CN1C(=O)C(=O)c2ccccc21
 : -5.6, -7.0, -9.6, 3.4, 8.1, -8.1, 3.2, -7.3, -18.1
> CCN(CC)C(=O)Oc1ccc(NC(C)=O)cc1
 : -2.3, -1.9, 5.9, 0.0, 2.8, -0.9, 1.0, -6.4, 1.1
> Cc1ccc2nc(-c3ccc(NC(=O)CSc4nccc(=O)[nH]4)cc3)sc2c1
 : 10.3, 0.3, -1.6, 0.8, 16.4, -7.4, 5.6, -1.8, -2.3
> CCOc1ccc(-c2c(C(=O)N/N=C/c3ccc(C)cc3)nnn2-c2nonc2N)cc1
 : 18.6*, -6.4, -15.3, 5.1, 18.2, 9.1, 2.5, -22.2, -11.6
> Cc1ccc(C)c(S(=O)(=O)N2CCN(C(=O)CCNS(=O)(=O)c3ccc(C)c(C)c3)CC2)c1
 : -4.4, -3.0, 8.7, 19.6, -8.1, -16.9, 8.3, -11.8, -4.7
> COc1ccc(CC(=O)NNC(=S)Nc2ccccc2)cc1Cl
 : -4.8, -2.6, 16.4, 1.3, -3.1, -8.1, 2.0, -19.4, -2.8
> Cc1cccc(CSc2nnc([C@@H]3CCCN3)o2)c1
 : -4.2, 7.5, -16.2, 0.5, 10.3, -6.8, 0.2, -8.3, -1.1
> Cn1c(N)c(C(=O)COC(=O)C2CCCN2C(=O)c2cccs2)c(=O)n(C)c1=O (stereo not given)
 : -1.9, 3.6, -0.6, 1.0, 5.0, -9.8, 0.9, 1.4, -11.2
> O=C(CSc1nc(NS(=O)(=O)c2ccccc2)cc(=O)[nH]1)Nc1ccccc1Cl
 : -5.2, -2.7, -16.0, 0.6, 10.6, /, 1.7, /, -12.4
> CCCC[C@@H]1CNC(=S)N1CCc1cccc2ccccc12
 : 6.2, -6.7, -12.2, 1.0, 6.3, -8.5, 10.2, -22.3, -18.3
> Cc1ccc(NS(=O)(=O)c2cc3c(cc2Br)NC(=O)CO3)cc1C
 : 21.6*, -7.5, -13.1, 6.5, 20.7, /, 1.6, /, 7.3
> CCN(CC)CCN(Cc1cc2cc3c(cc2[nH]c1=O)OCO3)C(=S)NCCOC
 : -8.8, -4.6, -16.7, 0.3, 4.2, 0.8, -0.2, -10.2, 6.2
> COc1cccc(C(=O)NCC(=O)N/N=C/c2cccc(OC(=O)c3ccc([N+](=O)[O-])cc3)c2)c1
 : -5.3, 5.5, -1.5, 0.7, -1.2, -10.5, 0.5, -6.1, -5.4
> Cc1nc(SCC(=O)Nc2cccnc2Cl)nc(C)c1C
 : -2.5, -2.8, -3.6, 2.6, 6.1, 0.1, 0.0, -18.9, -11.1
> CCc1ccc(NC(=O)c2ccccc2NC(=O)C2CCCO2)cc1 (stereo not given)
 : -1.2, -2.6, 5.3, 0.9, 1.8, -5.5, 0.1, -10.3, -15.4
> COc1ccc2[nH]c3c(c2c1)CCN1C(=O)C(CC(=O)NCCCN(C)C)C[C@H](C(=O)N2CCOCC2)[C@@]31CCC1CCCC1 (stereo not given in full)
 : -10.7, -11.3, -14.1, 0.3, 9.1, /, 0.2, -3.4, -18.0
> Clc1ccccc1N/N=C/c1ccc2c(c1)OCO2
 : -3.9, 1.1, 4.7, -0.7, -2.9, -2.8, -0.3, -22.4, 3.3
> CCc1ccccc1NC(=O)c1ccc2nc(N3CCOCC3)sc2c1
 : -2.4, -6.4, 4.4, 0.3, 0.6, -8.8, -0.1, -9.4, 18.3
> CCOC(=O)C(Cc1ccccc1)c1ccnc2ncnn12 (stereo not given)
 : -6.0, -0.3, -1.9, 1.5, 12.4, -6.8, 1.4, 12.7, -13.3
> C=C1C[C@H](O[C@@H]2O[C@H](CO)[C@@H](O)[C@H](O)[C@H]2O)[C@@H]2[C@H](OC(=O)[C@H]2C)[C@H]2[C@H](C)[C@H](O)C[C@@H]12
 : -1.4, -6.7, -28.8, -1.0, 18.8, 2.4, 0.1, -0.2, -3.5
> CC(=O)N/C(=C\c1ccc(C)o1)C(=O)NCc1ccccc1
 : -1.9, -15.4, -4.8, 0.4, 1.4, -9.0, -0.1, -8.0, 2.5
> COc1ccc(Br)cc1/C=c1\sc2nc(-c3ccco3)nn2c1=O
 : -4.2, 4.3, 2.4, 0.3, 5.1, -9.7, 1.1, -11.4, -11.5
> COc1cccc(CN(C)C(=O)CSCC(=O)Nc2cc(C)on2)c1OC
 : 0.7, 0.2, -2.9, 0.1, 6.2, -0.2, 1.8, -10.7, -0.2
> CC(OC(=O)CCC(=O)c1cccs1)C(=O)Nc1ccccc1[N+](=O)[O-] (stereo not given)
 : -8.1, -5.3, 5.8, 1.7, 2.4, 3.7, 0.4, -7.4, 9.0
> Cc1ccc(S(=O)(=O)[N-]c2nc3ccccc3nc2-n2cc[n+](Cc3ccccc3)c2)cc1
 : -6.3, 4.7, -9.4, -0.3, 9.9, -5.7, 1.2, -12.6, -13.1
> COC(=O)C(NC(=O)CCC(=O)NC(C(=O)OC)c1ccccc1)c1ccccc1 (stereo not given)
 : -1.7, -6.5, 0.3, 1.4, -5.0, -7.0, 0.1, -8.0, -20.7
> C=CCOc1ccc(C[C@H](N)C(=O)NC[C@H]2O[C@@H](n3ccc(N)nc3=O)[C@H](O)[C@@H]2O)cc1
 : -4.2, 6.5, -3.4, 0.5, 0.6, /, 0.2, /, -3.8
> Cc1cc(N/N=C/c2ccc(F)cc2)nc(NCc2ccccc2)n1
 : -7.3, 7.5, -5.9, -1.6, 5.2, -15.6, 1.4, -10.7, -13.3
> O=C(CSc1cn[nH]n1)Nc1ccc(O)c(C(=O)O)c1
 : -4.1, 8.6, -4.7, 0.7, 4.2, -2.1, 0.3, 3.4, 1.6
> COc1cc(C(=O)Nc2cc(C)ccc2C)ccc1OCc1c(C)noc1C
 : -2.7, -3.9, -9.6, 0.2, 9.3, -0.4, -0.4, -14.5, -7.8
> COc1cccc(COC(=O)c2cc(S(=O)(=O)N3CCOCC3)ccc2Cl)c1OC
 : -2.4, -4.3, 6.0, 11.8, -2.3, /, 4.3, /, -19.2
> CN1C=C(C(F)(F)F)C=C/C1=C(\C#N)c1nnc2n1CCCCC2
 : -5.9, 8.4, 4.9, -0.1, 1.8, -5.5, 0.2, -4.3, -2.8
> CCOC(=O)c1nnn(CC(=O)N2N=C(c3ccccc3)CC2c2ccccc2)c1C(=O)OCC (stereo not given)
 : -4.0, -27.2, 3.3, -0.4, -0.3, -5.4, 0.2, -22.8, -17.2
> Cc1nc(/C=C\C(=O)O)c2cc(C)oc2n1
 : -5.7, -7.5, -0.3, 1.6, 8.4, 0.7, 0.0, -2.2, -0.4
> Cc1cc2cc(CCNC(=O)c3ccc(C)c([N+](=O)[O-])c3)c(=O)[nH]c2cc1C
 : -6.3, -7.5, 1.7, 3.7, 3.2, 1.1, 2.2, -17.2, -2.3
> CCOC(=O)c1c(C)nc(-c2ccccc2)nc1N
 : -1.6, -10.9, 8.7, -0.6, 0.7, 2.3, 0.2, -6.9, 8.0
> Cc1cc(C)nc(SCC(=O)c2ccc(C)c(C)c2)n1
 : -6.4, -10.1, -5.7, 0.9, 0.6, -4.2, 0.8, -8.7, -5.9
> CC1(C)N=C(N)NC(Nc2ccc(Br)cc2)=N1
 : -6.9, -20.9, -9.9, 0.5, 6.1, 1.6, 0.5, -0.3, -1.9

# The order is random. Share with any hit: about 2.9%.
